# High-throughput results as filed in PubChem.
# TAAR1 agonist: human TAAR1 agonists, primary screen, Fluo-8 calcium fluorescence, CHO RD-HGA16 cells. AID 624467, 2012. actives 0.99% (n = 360,000). vehicle wells 0%, saturating PEA agonist 100%. activation, % at 3 µM;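 active means activation above the mean activation of all test compounds in the run plus 3 SD, cut at about 38% in these data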
# Target sequence (Q96RJ0 whole entry, looked up): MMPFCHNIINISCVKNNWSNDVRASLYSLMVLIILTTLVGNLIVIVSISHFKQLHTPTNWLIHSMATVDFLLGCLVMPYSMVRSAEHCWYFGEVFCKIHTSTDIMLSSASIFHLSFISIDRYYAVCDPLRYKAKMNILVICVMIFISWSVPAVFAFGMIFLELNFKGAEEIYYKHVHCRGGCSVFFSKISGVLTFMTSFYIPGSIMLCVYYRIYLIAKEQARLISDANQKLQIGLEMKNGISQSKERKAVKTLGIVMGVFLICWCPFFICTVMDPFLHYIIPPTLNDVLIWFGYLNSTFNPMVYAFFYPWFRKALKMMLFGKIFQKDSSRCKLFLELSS
#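 Assay system – CHO-derived RD-HGA16 cells with stable Gα16 and human TAAR1 · Compound dosing – one-point dosing at 3 µM (nominal) · Incubation – 17-24 h seeding, 75 min 37 °C dye, 30 min RT · Measured by – kinetic Fluo-8 calcium fluorescence · Control set – DMSO vehicle as 0%, PEA at EC100 as 100% · Repeats – single well for each compound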
# CHRM4 agonist: human M4 muscarinic receptor agonists, primary screen, CHO-K1 cells, Fluo-8 calcium fluorescence; activation, % at 3 µM; actives 0.14% (n = 360,000); AID 624127, 2012; CHO-K1 hM4/Gqi5; vehicle 0%, full acetylcholine response 100%; Muscarinic acetylcholine receptor M4 (Homo sapiens), P08173;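 active means activation above the run mean over all test wells plus 3 SD, cut at about 32% in these data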;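 further: peak over basal fluorescence ratio per well then scaled between controls; 0% = DMSO wells and 100% = acetylcholine at EC100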
# M4 antag: human M4 muscarinic receptor antagonists, primary screen, CHO cells, Fluo-8 calcium fluorescence; CHO-hM4 cells, ACh EC80; inhibition, % at 3 µM; actives 0.73% (n = 360,000); AID 624125, 2012;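 active means inhibition above its plate's cutoff, the mean inhibition of sample wells plus 3 SD, cut at about 27% in these data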;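 further: 0% = acetylcholine EC80 with DMSO and 100% = DMSO without agonist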
# CHRM1 PAM: human M1 muscarinic receptor positive allosteric modulators, primary screen, CHO-K1 cells, Fluo-8 calcium fluorescence, 1536-well | Muscarinic acetylcholine receptor M1 (Homo sapiens), P11229 | CHO-K1 hM1, ACh EC20; 0% = ACh EC20, 100% = maximal ACh | activation, % at 3 µM | actives 0.088% (n = 360,000); in the data active means activation above about 19%, passing the limit was not always enough
# Target sequence (P11229 whole entry, looked up): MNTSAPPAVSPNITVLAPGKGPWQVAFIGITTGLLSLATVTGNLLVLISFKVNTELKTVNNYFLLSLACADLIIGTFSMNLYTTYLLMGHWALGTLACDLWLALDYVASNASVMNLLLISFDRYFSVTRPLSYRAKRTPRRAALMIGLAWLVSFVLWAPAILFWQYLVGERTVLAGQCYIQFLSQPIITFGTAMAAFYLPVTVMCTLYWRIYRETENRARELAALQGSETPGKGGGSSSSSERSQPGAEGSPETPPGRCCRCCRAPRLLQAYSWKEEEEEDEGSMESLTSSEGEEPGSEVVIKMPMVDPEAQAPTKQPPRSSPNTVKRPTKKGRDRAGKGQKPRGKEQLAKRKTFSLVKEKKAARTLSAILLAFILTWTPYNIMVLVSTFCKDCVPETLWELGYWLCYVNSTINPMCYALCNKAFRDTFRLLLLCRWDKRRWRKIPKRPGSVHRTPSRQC
# M5 antag: human M5 muscarinic receptor antagonists, primary screen, CHO cells, Fluo-8 calcium fluorescence; CHO-hM5 cells, ACh EC80; inhibition, % at 3 µM; actives 0.59% (n = 360,000);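 active means inhibition above a per-plate cutoff, the mean of that plate's test compounds plus 3 SD, cut at about 27% in these data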;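 further: 0% = acetylcholine EC80 with DMSO and 100% = DMSO without agonist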
# M1 ag: human M1 muscarinic receptor agonists, primary screen, Fluo-8 calcium fluorescence, CHO-K1 cells, HTS. Muscarinic acetylcholine receptor M1 (Homo sapiens), P11229. CHO-K1 hM1, agonist mode; 0% DMSO, 100% acetylcholine EC100. activation, % at 3 µM. actives 0.33% (n = 360,000). AID 588814, 2011;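 active means activation above the run's mean compound activation plus 3 SD, cut at about 16% in these data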;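 further: peak over basal fluorescence ratio within a 140 s kinetic read after compound addition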
# CHRM5 PAM: human M5 muscarinic receptor positive allosteric modulators, primary screen, CHO-K1 cells, Fluo-8 calcium fluorescence; Muscarinic acetylcholine receptor M5 (Homo sapiens), P08912; CHO-K1 hM5, ACh EC20 PAM; 0% = ACh EC20, 100% = ACh EC100; activation, % at 3 µM; actives 0.3% (n = 360,000); AID 624038, 2012;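 active means activation above the run cutoff, the mean activation of all test compounds plus 3 SD, cut at about 18% in these data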
#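 Assay system: CHO-K1 hM5 cells / Incubation: Fluo-8 loading 80 min at 37 °C plus 30 min room temperature / Technique: Fluo-8 calcium dye fluorescence, kinetic read / Repeats: single replicate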
# M5 ag: human M5 muscarinic receptor agonists, primary screen, CHO-K1 cells, Fluo-8 calcium fluorescence; Muscarinic acetylcholine receptor M5 (Homo sapiens), P08912; CHO-K1 hM5 cells; 0% DMSO wells, 100% maximal acetylcholine response; activation, % at 3 µM; actives 0.19% (n = 360,000); AID 624037, 2012;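 active means activation above the run's mean over test compounds plus 3 SD, cut at about 23% in these data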;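 further: signal is peak over basal fluorescence ratio across the kinetic read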
# M1 antag: human M1 muscarinic receptor antagonists, primary screen, CHO-K1 cells, Fluo-8 calcium fluorescence, 1536-well; CHO-K1 hM1, ACh EC80 antagonist; Muscarinic acetylcholine receptor M1 (Homo sapiens), P11229; actives 1.3% (n = 360,000); inhibition, % at 3 µM;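 active means percent inhibition above its own plate's cutoff, namely the mean of that plate's compound wells plus 3 SD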;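 further: peak over basal fluorescence ratio during 140 s after agonist addition; 0% = ACh EC80 plus DMSO and 100% = DMSO alone without agonist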
# Active calls of the source: *; . = no result given. A portion of the library; rates above refer to the full screens.
SMILES,TAAR1 agonist,CHRM4 agonist,M4 antag,CHRM1 PAM,M5 antag,M1 ag,CHRM5 PAM,M5 ag,M1 antag
CSc1nc(Oc2cccc(C(F)(F)F)c2)cc(C(F)(F)F)n1,9,0,5,9,-10,-1,0,-4,-11
COc1ccc(NC(=O)CC(CC(=O)O)c2cc(OC)c(OC)c(OC)c2)cc1 (stereo unspecified),2,12,11,-8,18,-4,-21,1,18
Clc1ccc(-n2nnnc2SCc2c(-c3ccccc3)nc3sccn23)cc1,8,1,7,9,-3,-1,2,1,-8
Cc1cc(C)c(Cn2c(=O)n(CCCC(=O)NCc3ccco3)c(=O)c3ccccc32)c(C)c1,5,0,-12,6,-16,-3,6,-5,-10
c1cnc2c(C3NCCc4c3[nH]c3ccccc43)cccc2c1 (stereo unspecified),.,3,38*,-8,8,-7,-8,2,5
CCOC(=O)[C@]12CCCC=C1N(Cc1ccco1)C(=O)[C@H](CC(=O)NCCCOC)C2,2,0,-12,.,3,.,0,2,.
Cc1cc(N/N=C/c2cccc(F)c2)nc(NCc2ccccc2)n1,60*,4,6,-3,16,-5,-11,-11,11
OCC1(Cc2ccc(F)cc2F)CCCN(Cc2ccc(Cl)cc2)C1 (stereo unspecified),-2,-1,6,-16,12,-9,-4,-10,29
CCOc1ccc(C(C)=O)cc1COC(=O)c1ccc2c(c1)NC(=O)CS2,11,12,2,8,12,1,-24,-1,-7
COc1ccc(CNc2ncnc3cc(OC)c(OC)cc23)cc1,3,4,-7,6,1,-5,-7,-2,-10

# Only CHRM1 PAM and TAAR1 agonist (two entries from above):
structure	CHRM1 PAM	TAAR1 agonist
COc1ccc(CNc2ncnc3cc(OC)c(OC)cc23)cc1	6	3
CSc1nc(Oc2cccc(C(F)(F)F)c2)cc(C(F)(F)F)n1	9	9

# Continuation.
SMILES,TAAR1 agonist,CHRM4 agonist,M4 antag,CHRM1 PAM,M5 antag,M1 ag,CHRM5 PAM,M5 ag,M1 antag
COc1ccc(C(CCNCc2ccc(OC)c(OC)c2)c2ccc(F)cc2)cc1 (stereo unspecified),7,1,2,-2,12,0,-6,-4,9
CCCN1CCC(N2CCCC(C(=O)O)C2)CC1 (stereo unspecified),2,1,-4,-1,-1,-8,-2,-3,-3
O=C(N/N=C\c1cccc(F)c1)c1ccc(-c2ccccc2)cc1,-1,3,-12,6,-5,-1,2,-2,-11
CCOc1cc(C(N)=O)cc(Br)c1OCc1ccccc1,-1,-2,-6,11,8,-4,4,-8,-10
COc1ccc(CCNC(=O)c2nnn(-c3cc(C)cc(C)c3)c2N)cc1OC,15,6,3,4,9,-2,-6,1,2
O=c1c2c(nc3c(-c4cccc5ccccc45)c[nH]n13)CCC2,-1,-2,3,7,4,-2,-7,-6,-6
Cc1ccccc1OCc1nnc(SC(C)C(=O)O)n1-c1ccccc1 (stereo unspecified),1,0,-10,10,1,-4,-1,-1,-13
O=C(CCS(=O)(=O)Cc1ccccc1)N1CCN(Cc2ccccc2)CC1,4,0,2,3,-5,-5,3,2,-10
CCNC(=O)C1(C)CCN(C(=O)c2ccccc2)C1 (stereo unspecified),3,1,-21,4,-6,-1,0,-1,-17
Cn1ncc(N=Cc2c(O)ccc3ccccc23)c1C(=O)N1CCOCC1,2,0,-1,0,2,-5,4,-2,-7

# Twelve compounds out of the list, arranged by number of heavy atoms, descending:
SMILES,TAAR1 agonist,CHRM4 agonist,M4 antag,CHRM1 PAM,M5 antag,M1 ag,CHRM5 PAM,M5 ag,M1 antag
Cc1cc(C)c(Cn2c(=O)n(CCCC(=O)NCc3ccco3)c(=O)c3ccccc32)c(C)c1,5,0,-12,6,-16,-3,6,-5,-10
CCOC(=O)[C@]12CCCC=C1N(Cc1ccco1)C(=O)[C@H](CC(=O)NCCCOC)C2,2,0,-12,.,3,.,0,2,.
COc1ccc(C(CCNCc2ccc(OC)c(OC)c2)c2ccc(F)cc2)cc1 (stereo unspecified),7,1,2,-2,12,0,-6,-4,9
COc1ccc(CCNC(=O)c2nnn(-c3cc(C)cc(C)c3)c2N)cc1OC,15,6,3,4,9,-2,-6,1,2
CCOc1ccc(C(C)=O)cc1COC(=O)c1ccc2c(c1)NC(=O)CS2,11,12,2,8,12,1,-24,-1,-7
Cc1ccccc1OCc1nnc(SC(C)C(=O)O)n1-c1ccccc1 (stereo unspecified),1,0,-10,10,1,-4,-1,-1,-13
Cc1cc(N/N=C/c2cccc(F)c2)nc(NCc2ccccc2)n1,60*,4,6,-3,16,-5,-11,-11,11
COc1ccc(CNc2ncnc3cc(OC)c(OC)cc23)cc1,3,4,-7,6,1,-5,-7,-2,-10
c1cnc2c(C3NCCc4c3[nH]c3ccccc43)cccc2c1 (stereo unspecified),.,3,38*,-8,8,-7,-8,2,5
CCOc1cc(C(N)=O)cc(Br)c1OCc1ccccc1,-1,-2,-6,11,8,-4,4,-8,-10
CCNC(=O)C1(C)CCN(C(=O)c2ccccc2)C1 (stereo unspecified),3,1,-21,4,-6,-1,0,-1,-17
CCCN1CCC(N2CCCC(C(=O)O)C2)CC1 (stereo unspecified),2,1,-4,-1,-1,-8,-2,-3,-3

# Additional records:
SMILES,TAAR1 agonist,CHRM4 agonist,M4 antag,CHRM1 PAM,M5 antag,M1 ag,CHRM5 PAM,M5 ag,M1 antag
CCOC(=O)C1(CCOc2ccccc2)CCN(Cc2ccc(OC)c(COC)c2)CC1,7,14,1,-12,19,13,-30,-9,26
CCc1ccccc1NC(=O)CSc1nnc(CCNC(=O)OC(C)(C)C)o1,5,2,3,12,5,1,5,2,-8
O=C(CCNC(=O)C1CCN(S(=O)(=O)c2ccc(F)cc2)CC1)NCc1ccc(Cl)cc1,2,2,-4,3,-5,-2,4,-1,-5
O=C(Nc1nnc(-c2ccc(Br)cc2)o1)c1cccc(N2C(=O)CCC2=O)c1,2,-1,2,11,2,-4,4,0,-20
Cn1cc(/C=C(\NC(=O)c2ccccc2Cl)C(=O)N2CCOCC2)c2ccccc21,1,2,1,11,11,-4,-6,-1,-11
COc1cc(OC)c(C(=O)Nc2cccc3ccccc23)cc1OC,-2,2,2,1,5,-9,5,-7,-15
Cc1ccc(CNC(=O)c2nnc(CS(=O)(=O)c3ccccc3)o2)cc1,3,0,-3,1,-2,-5,3,0,-11
COc1ccccc1NC(=O)c1cc2ccccc2o1,4,-1,0,9,8,-3,-4,-4,-19
CCC(C(=O)OCC(=O)Nc1ccc(OC)cc1OC)c1ccccc1 (stereo unspecified),8,0,-4,3,10,-2,-5,1,15
O=C(O)c1nn(Cc2nc3ccccc3o2)c(=O)c2ccccc12,0,4,-2,0,11,5,-7,1,-6
N#Cc1ccc(S(=O)(=O)N2CCc3[nH]c4ccc(F)cc4c3C2)cc1,3,3,16,3,14,1,-9,-2,-4
CCN1CCN(C(=O)c2cc(COc3c(C)cccc3C)on2)CC1,0,0,0,6,-1,-4,-1,-4,-10
CCCOc1ccc(OCCSc2nnc(N)s2)cc1,5,4,5,0,2,-2,-3,1,-6
Cc1c(-c2ccc(F)cc2)[n+](=O)c2c(n1[O-])CCCCC2,8,1,21,0,9,-2,16,-3,4
O=C(CSc1ncnc2ccccc12)N1CCNC1=O,6,2,-9,8,-5,-3,6,4,-5
COc1ccc(C(=O)N(C)CC(O)c2ccccc2)cc1OC1CCN(C(C)=O)CC1 (stereo unspecified),5,2,-5,6,3,4,-3,-1,-32
CCC(C)NC(=O)Nc1ccc(Br)cc1Cl (stereo unspecified),3,0,-2,5,1,-9,-6,-5,-5
O=C(CCN1C(=O)C2C3C=CC(C4CC34)C2C1=O)Oc1cccc2cccnc12 (stereo unspecified),6,0,11,11,-1,-2,2,1,-11
Cc1ccc(NC(=O)COC(=O)c2ccccc2F)cc1S(=O)(=O)N1CCCCC1,5,13,-8,-8,3,0,-5,3,9
Cc1cc(C)cc(N(CC(=O)NC2CCCCC2)C(=O)CCC(=O)Nc2cc(C)ccn2)c1,7,1,-21,2,-2,-2,-2,-1,-10
CCc1ccc(CN(C)Cc2nc(COc3ccccc3)no2)nc1,1,1,4,0,10,-3,-1,-4,8
CC(C)c1ccccc1NC(=O)C1C2C=CC(C2)C1C(=O)O (stereo unspecified),8,1,2,5,-5,-1,3,0,-15
Cc1ccccc1-c1nc(CS(=O)(=O)CC(=O)Nc2cc(F)ccc2F)c(C)o1,1,10,-3,-4,15,-2,-13,1,1
C=CCSc1nnc(-c2cccnc2)o1,0,1,6,6,8,-5,0,1,-8
Cc1cc(C)c(NC(=O)COC(=O)c2ccc([N+](=O)[O-])s2)c(C)c1,3,0,-3,7,-2,-3,1,-2,0
CC1C/C(=N\NC(=S)NCc2ccccc2)CC(C)(C)C1 (stereo unspecified),6,-3,-4,0,-6,-7,-2,-2,-10
CC1Cc2ccccc2N1C(=O)COC(=O)C1(c2ccccc2F)CCCC1 (stereo unspecified),4,2,3,-1,12,-8,-12,-4,13
C/C(N)=C(/C#N)C(=O)CN1C(=O)NC(Cc2c[nH]c3ccccc23)C1=O (stereo unspecified),8,0,-4,-1,7,-4,-1,-2,9
COC(=O)c1cc(C(=O)OC)n(Cc2ccc(F)cc2)n1,5,-2,-5,4,4,10,-3,-1,-3
Cc1ccnn1CCC(=O)N1CCCC(Nc2ccc(F)c(F)c2)C1 (stereo unspecified),4,3,-6,5,-11,-1,2,-1,-2
COc1ccc(NC(=O)C(c2ccc(C)cc2)N(C)C(=O)c2cnccn2)cc1 (stereo unspecified),12,6,7,-3,4,-2,-6,-4,1
Cc1cccc(NC(=O)CSCc2cc(=O)n3nc(C4CC4)sc3n2)c1,0,2,-8,6,8,-5,-2,-3,-4
CCCN1Cc2cccc(C(=O)NCc3ccccc3OC)c2C1=O,1,1,1,12,3,-6,-2,1,-6
O=C(/C=N/O)NCCN1CCCCC1,6,0,-3,6,-4,-2,-1,3,-29
